D3 antag: blocks the human D3 dopamine receptor; P35462; D3R cells, DiscoveRx beta-arrestin luminescence, antagonist mode; active compounds read low; 2.5% of 360,000 active; max response, negative = inhibition, %; AID 652054; in the data active = max response below about -50%; inconclusive = no clear call, values can overlap the other calls; note: % is set by controls: 0 for no effect and ±100 for the full control effect; mostly tested at two doses, the higher about 12 µM
Target sequence (P35462 whole entry, looked up): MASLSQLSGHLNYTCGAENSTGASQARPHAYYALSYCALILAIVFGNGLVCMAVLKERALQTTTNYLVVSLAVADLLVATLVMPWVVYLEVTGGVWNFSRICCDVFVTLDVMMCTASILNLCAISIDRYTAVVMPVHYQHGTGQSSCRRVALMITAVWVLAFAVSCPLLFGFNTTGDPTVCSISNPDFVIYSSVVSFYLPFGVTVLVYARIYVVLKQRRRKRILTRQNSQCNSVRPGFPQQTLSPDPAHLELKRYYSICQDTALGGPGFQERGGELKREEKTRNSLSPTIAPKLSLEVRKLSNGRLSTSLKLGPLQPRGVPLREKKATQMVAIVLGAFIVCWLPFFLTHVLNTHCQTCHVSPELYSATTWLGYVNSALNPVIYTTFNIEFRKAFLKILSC
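Cells expressing the human receptor were seeded at 1500 cells/well, incubated overnight at 37 degrees C in 5% CO2, then exposed to library compounds with dopamine controls for 90 minutes at 37 degrees C before luminescent detection.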
TDP-43 yeast inh: TDP-43 toxicity inhibition in yeast | AID 652104 | Potency, µM (top dose mostly 46.1 µM), for the others: at the top dose growth rescue (activation), hits mostly activators | TDP-43 expressing yeast growth rescue, BacTiter-Glo, 24 h | 1.8% of 410,000 active; note: potency is the fitted concentration of half-maximal effect; % of control where 0% means no effect; nearly all actives have a fitted effect of over 50% in size
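In this qHTS, compounds that restore growth of yeast expressing TDP-43 appear as activators. Cells (OD600=0.02, galactose medium, raffinose-pregrown) are incubated with compound 24 hr at 30 deg C and growth is quantified by BacTiter-Glo.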
HEK293 tox: cytotoxicity in counter-screen for GLP-1R inverse agonists. HEK293 cAMP-luciferase reporter cells, luminescence, 24 h. Potency, µM (top dose mostly 38.3 µM), for the others: at the top dose activity change, negative = inhibition, most hits filed as inhibitors. 0.13% of 410,000 active. AID 624418;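 note: loss of luciferase light is scored as toxicity; potency is the fitted concentration of half-maximal effect; % is set by controls: 0 for no effect and ±100 for the full control effect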
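A 23 nL compound transfer followed 12 hours of cell culture at 37 deg C; exposure then lasted 24 hr. Luciferase assay detection reagent was dispensed and plates read for luminescence after a 12 min room-temperature wait.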
KB-V1 MDR tox: KB-V1 MDR subline cytotoxicity; 3.4% of 400,000 active; KB-V1 MDR cells viability, CellTiter-Glo, 72 h; Potency, µM (top dose mostly 46.1 µM), without a hit: at the top dose activity change, negative = cytotoxicity, hits mostly cytotoxic; note: potency is the fitted concentration of half-maximal effect; % is set by controls: 0 for no effect and ±100 for the full control effect; nearly all actives have a fitted effect of over 60% in size
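KB-V1 MDR subline cells in DMEM (phenol-red free, 10% FBS) exposed to compounds in qHTS concentration series for 72 h at 37 degrees C. Viability read by CellTiter-Glo luminescence; concentration-effect curves fitted after normalization and correction.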
PTHR1 ag: agonists of human PTHR1 parathyroid hormone receptor; Q03431; HEK293 GP2 PTHR1 cells, GloSensor cAMP luminescence, 1 h; Potency, µM (doses to about 115 µM), for the others: top-dose activation, actives largely listed as activators; 0.075% of 410,000 active; AID 743266; note: potency is the fitted concentration of half-maximal effect; nearly all actives have a fitted effect of over 55% in size; some results filed as inactive show a strong effect at the top dose; inactives centre near -15; many of its hits are not listed in these tables
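HEK-293-derived GP2 cells expressing PTHR1 and a GloSensor cAMP reporter, 3,000/well, plated overnight, given luciferin plus IBMX (each 0.5 mM as added) for 1 h at 37 °C, then compound for 1 h at 37 °C. Luminescence was read after 15 min at room temperature.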
GLP1R inv ag: inverse agonists of human GLP-1 receptor; P43220; HEK293 GLP-1R CRE-luciferase, luminescence, 24 h; GLP-1R form is constitutively active; Potency, µM (titrated, usually from 38.3 µM), inactives show at the top dose activity change, negative = inhibition, actives largely listed as inhibitors; 1.6% of 410,000 active; note: potency is the fitted concentration of half-maximal effect; % is set by controls: 0 for no effect and ±100 for the full control effect; nearly all actives have a fitted effect of over 55% in size
Target sequence (P43220 whole entry, looked up): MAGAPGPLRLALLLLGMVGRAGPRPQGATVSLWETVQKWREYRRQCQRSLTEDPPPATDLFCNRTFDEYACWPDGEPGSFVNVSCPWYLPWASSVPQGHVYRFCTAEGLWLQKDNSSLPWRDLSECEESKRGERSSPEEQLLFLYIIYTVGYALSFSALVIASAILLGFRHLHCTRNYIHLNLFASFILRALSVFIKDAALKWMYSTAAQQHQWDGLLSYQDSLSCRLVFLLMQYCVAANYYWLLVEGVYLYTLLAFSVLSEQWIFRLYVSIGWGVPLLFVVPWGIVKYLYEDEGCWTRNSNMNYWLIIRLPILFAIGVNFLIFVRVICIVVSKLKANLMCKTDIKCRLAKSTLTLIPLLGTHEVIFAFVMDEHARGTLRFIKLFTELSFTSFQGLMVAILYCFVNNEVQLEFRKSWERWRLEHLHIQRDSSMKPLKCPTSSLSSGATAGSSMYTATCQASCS
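GLP-1R inverse agonism mode: basal reporter luminescence in engineered HEK293 cells measured after one day of compound exposure at 37 deg C, with a 12 min room-temperature detection step.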
GLP1R ag: activates the human GLP-1 receptor. HEK293 GLP-1R CRE-luciferase, luminescence, 4-6 h; cells express a hypersensitive GLP-1R form. Potency, µM (series often up to 45.6 µM), inactives show at the highest dose activation, most hits filed as activators. 0.007% of 380,000 active; note: potency is the fitted concentration of half-maximal effect; % of control where 0% means no effect
D3 ag: activates the human D3 dopamine receptor. P35462. D3R DiscoveRx beta-arrestin cells, luminescence, 90 min. max activation, %. 0.58% of 410,000 active; in the data active = max activation above about 30%; note: 0% is about no effect; mostly tested at two doses, the higher about 12 µM
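Agonist-mode cell screen: cells plated at 1500/well and incubated overnight at 37 °C, then exposed to library compounds for 90 min at 37 °C. Detection reagent was added for 30–60 min at room temperature, and luminescence was read.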
aSyn yeast inh: inhibitors of alpha-synuclein toxicity in yeast; Yeast expressing alpha-synuclein, growth rescue, BacTiter-Glo, 24 h; Potency, µM (top dose mostly 46.1 µM), without a hit: at the highest dose growth rescue (activation), most hits filed as activators; 0.14% of 370,000 active; AID 652106; note: potency is the fitted concentration of half-maximal effect; % of control where 0% means no effect; nearly all actives have a fitted effect of over 65% in size
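Screening used galactose-induced yeast with toxic alpha-synuclein levels, exposed to compound for 24 hr at 30 deg C. Cell growth, read with BacTiter-Glo luminescence, gave the measured signal.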
* = called active by the depositor; i = inactive; u = inconclusive; x = not tested or not shown; & = joins results of further samples; [ ] = another dose, or the depositor's remark. Unless noted, calls come from the whole dose curve; as a rule, active = well fitted curve in the direction sought with a large enough effect; inconclusive = small, poorly fitted or top-dose-only effect, or another doubt; inactive = no such curve, though single readings can be large; an effect the other way counts as inactive or inconclusive.

1	CC(C)(C)NS(=O)(=O)c1ccc2nc(NC(=O)c3ccc(N4C(=O)CCC4=O)cc3)sc2c1
2	CCCn1c(C)cc(C(=O)COc2ccc(-c3nnco3)cc2)c1C
3	O=C(Cc1cccs1)NNC(=S)NC(=O)c1ccco1
4	COc1ccc(CC(=O)NCC(c2ccc(Cl)cc2)N2CCOCC2)cc1 (stereo not drawn)
5	O=c1c2ccccc2sn1-c1ccc(S(=O)(=O)N2CCCC2)cc1
6	N#Cc1ccc(/C=C/C(=O)c2ccccc2)cc1
7	CCOC(=O)COc1ccccc1C(=O)c1cnn(-c2ccccc2)c1
8	Cc1ccc(NC(=O)C(Cc2ccccc2)NS(=O)(=O)c2ccc3c(c2)oc(=O)n3C)c(Cl)c1 (stereo not drawn)
Compound | 1 | 2 | 3 | 4 | 5 | 6 | 7 | 8
D3 antag | -4 | -6 | -8 | x | -13 | -70* | -2 | x
TDP-43 yeast inh | -4% | 28µM* | u | 21% | -6% | u | 29% | 2%
HEK293 tox | 4% | 7% | 5% | -2% | 3% | -6% | 31% | 18%
KB-V1 MDR tox | 3% | u | -5% | -5% | u | -8% | 5% | 0%
PTHR1 ag | i | -59%[inhibitor] | -4% | i | -6%[57.5 µM] | -93%[inhibitor] | -98% | -19%
GLP1R inv ag | -10% | -23% | 9% | 9% | 6% | -14% | -1% | 8%
GLP1R ag | 0% | 9% | 0% | x | 0% | 8% | 12% | x
D3 ag | 0 | -7 | 5 | 4 | -11 | -5 | 2 | 2
aSyn yeast inh | 3% | 11% | u | x | 2%&-8% | 1% | 5% | x

9	CCOC(=O)/C=c1/s/c(=C\c2c(OC)ccc3ccccc23)c(=O)n1CC(=O)NCC1CCCO1 (stereo not drawn)
10	COc1ccc(C(=O)/C=C2\Sc3ccccc3N2C)cc1
11	CC(=O)NNC1=Nc2ccccc2N(C)C(C)C1 (stereo not drawn)
12	COc1ccc(-n2c(C)cc(C(=O)CSc3nnc(-c4cccs4)o3)c2C)cc1
13	CCn1c(CNC(=O)Cc2ccc(OC)cc2)nnc1SCC(=O)NC1CCCCC1
14	COc1ccc(N2CCN(C(=O)c3ccccc3F)CC2)c([N+](=O)[O-])c1
15	CN1CCN/C1=C(/C(Cl)=C(Cl)Cl)[N+](=O)[O-]
16	CCC(=O)Nc1ccccc1C(=O)OCC(=O)Nc1ccc(S(N)(=O)=O)cc1
Compound | 9 | 10 | 11 | 12 | 13 | 14 | 15 | 16
D3 antag | -2 | -16 | -5 | -5 | 21 | 6 | -27 | 14
TDP-43 yeast inh | -18% | 4% | 15% | 8% | 13% | u | -29% | -13%
HEK293 tox | 61%[activator] | 0% | 59%[activator] | 4% | -5% | -12% | 2% | 7%
KB-V1 MDR tox | 4.6µM* | u | -6% | u | 0% | u | -1% | 12%
PTHR1 ag | -13% | -83%[inhibitor] | 15% | -86%[inhibitor][57.5 µM] | -4% | -17% | i | -22%
GLP1R inv ag | u | u | 21% | -25% | 4% | -21% | -1% | 2%
GLP1R ag | 9% | 5% | 8% | 2% | -7% | 8% | 3% | -3%
D3 ag | -13 | -13 | 3 | 5 | 7 | 6 | 2 | 3
aSyn yeast inh | 14% | -9% | -4% | 1% | -1% | u | -5% | -16%

17	COc1ccc(CCNC(=O)CCn2c(=O)c3ccccc3n(Cc3ccccc3F)c2=O)cc1OC
18	O=C(Nc1cc(C(F)(F)F)ccc1N1CCCC1)C1CCCO1 (stereo not drawn)
19	CCOC(=O)c1cc(C)n(CC2CCC(C(=O)Nc3ccc(Cl)cc3)CC2)c1C (stereo not drawn)
20	Cc1sc(-n2c(C)cc(C=O)c2C)c(C(=O)O)c1C
21	Cc1cc(C)nc(N(C#N)Cc2ccccc2C)n1
22	O=C(COC(=O)C1=COCCO1)Nc1cccc(Oc2ccccc2)c1
23	CC(C)C(OC(=O)c1cccs1)C(=O)NCc1ccccc1 (stereo not drawn)
24	CC1(C)Cc2c(C#N)c(N3CCN(C(=O)c4ccccc4)CC3)nc(-c3ccco3)c2CS1
Compound | 17 | 18 | 19 | 20 | 21 | 22 | 23 | 24
D3 antag | x | 16 | x | 15 | -3 | 10 | -9 | -26
TDP-43 yeast inh | 1% | u | u | -5% | 20% | 18% | 12% | 0%
HEK293 tox | 1% | 3% | -2% | -7% | 13% | -9% | 13% | 34%[activator]
KB-V1 MDR tox | -26% | 5% | x | 7% | 0% | 17% | 13% | u
PTHR1 ag | -66%[inhibitor] | i | -89%[inhibitor] | i | i | -40%[inhibitor] | 21% | i
GLP1R inv ag | -17% | 14% | u | 0% | 3% | u | u | u
GLP1R ag | 0% | -5% | x | 5% | 6% | -1% | 5% | -5%
D3 ag | 1 | 4 | 1 | -4 | -3 | 3 | 0 | -4
aSyn yeast inh | x | -9% | x | -8% | u | 5% | 7% | 0%

Reprinted at random: 3 records from the list.
8	Cc1ccc(NC(=O)C(Cc2ccccc2)NS(=O)(=O)c2ccc3c(c2)oc(=O)n3C)c(Cl)c1 (stereo not drawn)
1	CC(C)(C)NS(=O)(=O)c1ccc2nc(NC(=O)c3ccc(N4C(=O)CCC4=O)cc3)sc2c1
22	O=C(COC(=O)C1=COCCO1)Nc1cccc(Oc2ccccc2)c1
Compound | 8 | 1 | 22
D3 antag | x | -4 | 10
TDP-43 yeast inh | 2% | -4% | 18%
HEK293 tox | 18% | 4% | -9%
KB-V1 MDR tox | 0% | 3% | 17%
PTHR1 ag | -19% | i | -40%[inhibitor]
GLP1R inv ag | 8% | -10% | u
GLP1R ag | x | 0% | -1%
D3 ag | 2 | 0 | 3
aSyn yeast inh | x | 3% | 5%

Remaining list, next part.
25	O=C(c1cccc(NS(=O)(=O)c2cccc(C(F)(F)F)c2)c1)N1CCOCC1
26	Cc1ccc(OCC(=O)NCC(=O)OCc2cc(=O)n3nc(CC(C)C)sc3n2)cc1
27	O=C(Cc1ccccc1)Nc1ccccc1C(=O)N1CCN(c2ccccc2)CC1
28	C/C(=N\O)c1ncc(C(F)(F)F)cc1Cl
29	Cc1ccc(NC(=O)C(C)OC(=O)c2nc(Cl)ccc2Cl)cc1S(=O)(=O)N1CCOCC1 (stereo not drawn)
30	NC(=O)c1c(N)sc(=S)n1-c1ccccc1
31	COc1ccc(C)cc1NC(=O)C(c1ccccc1)N1CCN(CC(=O)N2CCOCC2)CC1 (stereo not drawn)
32	OCCN(CCO)CC(O)CN1c2ccccc2Sc2ccccc21 (stereo not drawn)
Compound | 25 | 26 | 27 | 28 | 29 | 30 | 31 | 32
D3 antag | -5 | x | -8 | -9 | 24 | -11 | 9 | -24
TDP-43 yeast inh | -3% | -3% | 10% | -30%[inhibitor] | 29% | -2% | -9% | 0%
HEK293 tox | -4% | -6% | 2% | -3% | 0% | 4% | -1% | -7%
KB-V1 MDR tox | x | 4% | u | -15% | 29% | 12% | -1% | 0%
PTHR1 ag | -4% | -2% | -1% | 22% | -15% | i | i | 6%
GLP1R inv ag | 12% | -1% | -18% | -33% | 7% | 24% | -15% | u
GLP1R ag | 2% | x | 5% | 4% | 5% | -1% | 5% | -1%
D3 ag | -8 | -15 | -2 | -6 | 6 | -13 | 1 | 1
aSyn yeast inh | -10% | x | 3% | 0% | 1% | 2% | 3% | 1%

33	COC(=O)c1ccc(OC)c(Cn2c(=O)n(-c3cccc(Cl)c3)c(=O)c3c2c2cc(C)ccc2n3C)c1
34	O=C(CSc1ccc2c(c1)OCCO2)Nc1ncccc1O
35	CC1(C)C(=O)Nc2ccccc2N1C(=O)COc1ccc(C#N)cc1
36	CCNCCOC(c1ccccc1)c1ccccc1
37	COc1ccc(-c2nc(Cn3c(SCc4cccc(F)c4)nc4ccncc43)c(C)o2)cc1OC
38	COc1ccc(C(=O)Nc2ccc(NC(=O)C3CC3)nc2)cc1
39	Cc1nc2ccccc2nc1OCc1ccccc1
40	Cc1ccc(Nc2nc(N)nc(CSC(=S)N3CCOCC3)n2)c(C)c1
Compound | 33 | 34 | 35 | 36 | 37 | 38 | 39 | 40
D3 antag | x | 12 | 11 | -28 | -3 | 10 | -30 | -4
TDP-43 yeast inh | 11% | 11% | 8% | 4% | -7% | 10% | u | 7%
HEK293 tox | 0% | 6% | -6% | 1% | -28% | 6% | 85%[activator] | 9%
KB-V1 MDR tox | 10% | 7% | 4% | u | 3% | 3% | -24% | 8.2µM*
PTHR1 ag | i | -48%[inhibitor] | -33%[inhibitor] | -11%[57.5 µM] | -5% | -11% | -34%[inhibitor] | -15%
GLP1R inv ag | 11% | 4% | 9% | -3% | u | 1% | -8% | -24%
GLP1R ag | x | -1% | 5% | -15% | -5% | 2% | 17% | 18%
D3 ag | 2 | 2 | -4 | -43 | 1 | -8 | 1 | -4
aSyn yeast inh | x | 2% | 2%[1.84 µM] | -1% | 9% | 2% | -1% | 3%

41	CCc1ccc(-c2nc(SCC(=O)N3CCOCC3)n[nH]2)cc1
42	COC(=O)C1(C(=O)OC)C[C@H](c2ccc(OC)cc2)N(Cc2ccccc2OC)[C@@H]1c1ccc(OC)cc1
43	CCOC(=O)c1cnc2c(C(F)(F)F)cccc2c1N1CCOCC1
44	CC1CC(C)CN(CCCNC(=O)CCC(=O)N2CC(C)Oc3ccccc32)C1 (stereo not drawn)
45	O=C(Nc1ccccc1-c1nc2ccccc2s1)c1cccnc1Cl
46	Cc1c(C(=O)N2CC(C)OC(C)C2)sc2nc(-c3ccc(F)cc3)cn12 (stereo not drawn)
Compound | 41 | 42 | 43 | 44 | 45 | 46
D3 antag | 0 | 3 | 26 | 5 | 6 | -20
TDP-43 yeast inh | -21% | 4% | 5% | 13% | -19% | -14%
HEK293 tox | 5% | -2% | -5% | -16% | 1% | 3%
KB-V1 MDR tox | -18% | u | -18% | -9% | 10% | 8.2µM*
PTHR1 ag | -13% | -22% | i | 0% | -4%[57.5 µM] | i
GLP1R inv ag | 6% | u | -38% | -3% | 0% | -11%
GLP1R ag | 2% | x | 21% | 2% | -5% | 0%
D3 ag | 0 | -8 | 6 | -11 | 8 | -3
aSyn yeast inh | 1% | 2% | 12% | 1% | 0% | 0%

Some of the compounds tested (hit frequency here may not be typical).
